From PubChem BioAssay
CendR NRP1 mod – modulators of CendR peptide binding to NRP-1, primary screen, biochemical, fluorescence polarization, uHTS | Neuropilin-1 (Homo sapiens), O14786 | FAM-RPARPAR peptide binding to NRP-1 | inhibition, % at 25 µM | 360,000 tested, 0.85% active | AID 602438, 2012;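 active = inhibition or corrected inhibition above about 18%, plus a signal ratio from 0.5 to 1.5, limit read from the data, passing the limit was not always enough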; also: strong numbers were not always called active
Rin1-Abl PPI inh – inhibitors of Rin1-Abl protein binding, primary screen, biochemical, TR-FRET; Tyrosine-protein kinase ABL1 (Homo sapiens) + Ras and Rab interactor 1 (Homo sapiens), …; 360,000 tested, 0.4% active; inhibition, % at 7.35 µM; in the data active = inhibition above about 5%, passing the limit was not always enough
Neddyl block – inhibitors of cullin neddylation, primary screen, biochemical, TR-FRET, uHTS, NAE and Ubc12; NEDD8-conjugating enzyme Ubc12 (Homo sapiens) + NEDD8-activating enzyme E1 regulatory …; calls only at 25 µM; 360,000 tested, 0.58% active; in the data active = inhibition above about 36%
Target sequence (P61081 whole entry, looked up): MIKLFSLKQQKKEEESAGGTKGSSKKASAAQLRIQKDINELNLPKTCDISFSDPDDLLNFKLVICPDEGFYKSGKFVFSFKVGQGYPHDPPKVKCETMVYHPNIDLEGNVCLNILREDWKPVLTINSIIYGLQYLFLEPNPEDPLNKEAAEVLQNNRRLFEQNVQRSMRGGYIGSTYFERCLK
Target sequence (Q13564 whole entry, looked up): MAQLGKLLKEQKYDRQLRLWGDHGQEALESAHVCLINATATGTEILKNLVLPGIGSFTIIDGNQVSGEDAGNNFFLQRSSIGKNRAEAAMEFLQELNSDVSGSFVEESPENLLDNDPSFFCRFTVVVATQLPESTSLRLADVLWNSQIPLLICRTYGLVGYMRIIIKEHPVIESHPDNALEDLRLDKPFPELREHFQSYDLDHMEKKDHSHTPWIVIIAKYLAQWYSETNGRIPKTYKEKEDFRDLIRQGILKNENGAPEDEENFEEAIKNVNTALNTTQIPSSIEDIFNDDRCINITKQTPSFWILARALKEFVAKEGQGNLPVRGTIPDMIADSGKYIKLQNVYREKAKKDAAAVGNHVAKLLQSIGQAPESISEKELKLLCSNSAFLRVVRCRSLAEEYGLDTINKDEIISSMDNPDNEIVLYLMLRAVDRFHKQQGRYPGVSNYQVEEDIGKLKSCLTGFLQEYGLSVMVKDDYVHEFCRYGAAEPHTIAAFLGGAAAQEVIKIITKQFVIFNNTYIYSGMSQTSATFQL
MsrA act – bovine MsrA enzyme activators, primary screen, biochemical, absorbance, HTS; activation, % at 10.6 µM; AID 602163, 2012; purified bovine MsrA, absorbance read-out; 360,000 tested, 0.3% active; in the data active = activation above about 7.5%;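 also: 0% = vehicle and 100% = reference activator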
PABP1 MLLE inh – inhibitors of PABP1 MLLE–PAM2 peptide binding, primary screen, biochemical, fluorescence polarization, FITC-PAM2, GST-MLLE; Polyadenylate-binding protein 1 (Homo sapiens), P11940; inhibition, % at 20 µM; 360,000 tested, 0.36% active; AID 588489, 2011; in the data active = inhibition above about 35%, passing the limit was not always enough;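 also: plate controls were DMSO wells with GST-MLLE for no effect and wells lacking GST-MLLE protein for full effect; some results filed as inactive read as strong as hits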
SKN-1 block – suppressors of acrylamide-induced Pgst-4::GFP reporter in worms, primary screen, SKN-1 inhibitor project, whole organism, uHTS, GFP/RFP fluorescence ratio, strain VP596; AID 624304, 2012; inhibition, % at 21.8 µM; C. elegans VP596 Pgst-4::GFP/RFP ratio, 24 h; 360,000 tested, 0.49% active;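 active = interference check ratio from 0.5 to 1.5 plus GFP to RFP signal ratio inhibition reaching or exceeding a fixed threshold, cut at about 30% in these data, passing the limit was not always enough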; also: some compounds called inactive have numbers as strong as hits
FAS TE block – FAS thioesterase domain inhibitors, primary screen, biochemical, fluorescence intensity, uHTS; Fatty acid synthase (Homo sapiens), P49327; recombinant FAS-TE, OMFH fluorogenic substrate, fluorescence endpoint; inhibition, % at 15 µM; 360,000 tested, 0.67% active; AID 602261, 2012;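 active = compounds whose normalised, plate-corrected inhibition of enzyme fluorescence in the single-dose primary screen is 50% or more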;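 also: 0% = DMSO with enzyme and 100% = substrate without enzyme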
eLon inh – inhibitors of E. coli Lon protease, primary screen, biochemical, fluorescence polarization | purified E. coli Lon protease | P0A9M0 | 360,000 tested, 0.42% active | AID 602123, 2011 | inhibition, % at 7.94 µM; in the data active = inhibition above about 13%, passing the limit was not always enough;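 also: 0% = enzyme with probe and DMSO and 100% = no enzyme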
MT1-MMP act inh – blockers of MT1-MMP proenzyme processing, primary screen, HT1080 RFP-PRO-GFP cells, GFP/RFP fluorescence; Matrix metalloproteinase-14 (Homo sapiens), P50281; GFP/RFP ratio fluorescence, overnight; percent of plate control window, DMSO zero; GFP/RFP ratio change, % at 20 µM; 360,000 tested, 0.061% active;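 active = GFP/RFP ratio change of at least 30% with cell ATP level not reduced by more than half and red fluorescence within 50% of control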; also: strong numbers were not always called active
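system = RFP-PRO-GFP reporter HT1080 cells | dosing = 20 µM single dose, 1% DMSO | timing = overnight cell settling, then overnight compound exposure, 37 °C, 5% CO2 | read-out basis = GFP/RFP fluorescence ratio | controls = DMSO and RFP-L50D-GFP cell wells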
Starred values were filed as active, the others as inactive; i = inactive; . = not tested or not shown; + = active, no number.

#	SMILES	CendR NRP1 mod	Rin1-Abl PPI inh	Neddyl block	MsrA act	PABP1 MLLE inh	SKN-1 block	FAS TE block	eLon inh	MT1-MMP act inh
1	CN1CCN(c2nc3c(c(=O)n(C)c(=O)n3C)n2CCSc2nnnn2-c2ccccc2)CC1	12	3	i	-3	-2	1	-9	-4	-2
2	O=C(c1ccc(Cl)c(Cl)c1)N1CCC(O)(CN2CCOCC2)CC1	10	1	i	-1	-3	2	0	-2	-5
3	CCC(=Nc1ccccc1)C1=C(O)CCCC1=O	10	-2	i	-7	14	-8	-5	-8	7
4	Cc1ccc(NC(=O)C2CCCN(S(=O)(=O)c3c(C)noc3/C=C/N(C)C)C2)cc1F (configuration not stated)	7	2	i	-7	4	11	20	-53	-20
5	CN(C)/C=C/C(=O)c1ccc(Oc2ncccn2)cc1	12	-2	i	-9	-4	1	-6	2	2
6	Cc1ccc2nc(NC(=O)C3CCCN(S(=O)(=O)c4cccnc4)C3)sc2c1 (configuration not stated)	2	-4	i	-2	-16	9	9	-5	1
7	CCCCOCCCNC(=O)C1c2ccccc2Oc2ccccc21	21	4	i	-4	-4	3	0	2	-3
8	N/C(=N\OC(=O)N1CCOCC1)c1ccc(Cl)cc1	-1	2	i	-1	4	9	-6	-8	-11
9	CCC(=O)c1ccc(OC(=O)c2cnccn2)cc1	3	2	i	-4	26	4	-4	8	-3
10	COc1ccc(NC(=O)c2cc(-c3ccccc3Cl)on2)cc1	-6	-4	i	-4	-1	20	21	-2	2
11	CC(=O)NNc1nc2ccccc2s1	5	3	i	-1	5	5	-6	-1	2
12	CC(=O)NC(CC(=O)Nc1ccc2c(c1)OCCO2)c1ccccc1 (configuration not stated)	2	0	i	-1	-21	17	-4	2	3
13	CCC1CCCCN1CCCNC(=O)c1ccc2c(c1)N(Cc1c(F)cccc1Cl)C(=O)CS2 (configuration not stated)	1	0	i	0	-15	-8	0	1	0
14	O=C(CN1CCN(Cc2ccccc2)CC1)Nc1ccc(Br)cc1	5	6	i	-2	1	8	1	-6	1
15	CN1C2=CC=CC=CC2=[N+](C)C12C=CC(=[N+]([O-])[O-])C=C2[N+](=O)[O-] (configuration not stated)	8	-10	i	-9	10	12	-4	-4	39*
16	CC(C)C(=O)NNC(=O)CSc1nc(C2CCCCC2)nc2ccccc12	-5	-1	i	-3	20	2	-9	0	0
17	CCCCNc1cc(=O)oc2ccccc12	-13	3	i	-5	-7	30*	-2	6	2
18	O=[N+]([O-])c1cccc(-n2cccc2/C=N/Nc2nc(N3CCCCC3)nc(N3CCCCC3)n2)c1	-1	3	i	-7	11	13	22	-9	-2
19	Cn1c(C(=O)NN)cc2cc(OCc3ccccc3)ccc21	5	-2	i	0	-7	-17	-6	-16	0
20	CC(Sc1nnnn1C)C(=O)NC(=O)NC1CCCCC1 (configuration not stated)	10	3	i	-5	-6	-22	-5	-9	1

2 of these compounds, set out differently.
2: O=C(c1ccc(Cl)c(Cl)c1)N1CCC(O)(CN2CCOCC2)CC1
  CendR NRP1 mod: 10
  Rin1-Abl PPI inh: 1
  Neddyl block: i
  MsrA act: -1
  PABP1 MLLE inh: -3
  SKN-1 block: 2
  FAS TE block: 0
  eLon inh: -2
  MT1-MMP act inh: -5

3: CCC(=Nc1ccccc1)C1=C(O)CCCC1=O
  CendR NRP1 mod: 10
  Rin1-Abl PPI inh: -2
  Neddyl block: i
  MsrA act: -7
  PABP1 MLLE inh: 14
  SKN-1 block: -8
  FAS TE block: -5
  eLon inh: -8
  MT1-MMP act inh: 7

(more compounds)
#	SMILES	CendR NRP1 mod	Rin1-Abl PPI inh	Neddyl block	MsrA act	PABP1 MLLE inh	SKN-1 block	FAS TE block	eLon inh	MT1-MMP act inh
21	COc1ccc(C2(c3ccc(OC)cc3)NC(=O)N(CC(=O)Nc3cc(C)ccc3OC)C2=O)cc1	2	-1	i	0	-25	10	22	0	1
22	CC(Sc1nc(N2CCOCC2)c2c(c1C#N)CC(C)(C)OC2)C(=O)O (configuration not stated)	5	2	i	-4	-3	0	-2	-18	-1
23	CC(C)(C)NC(=O)c1cc2c(ccc3ccccc32)oc1=O	-17	-2	.	-1	-10	19	4	0	-2
24	COc1ccc(CCN2CC(C(=O)NCCc3ccc(C)cc3)CC2=O)cc1OC (configuration not stated)	-22	1	i	0	-6	-2	-4	-5	0
25	CCOc1ccc(N(C)Cc2cc(=O)oc3ccc(OCC)cc23)cc1	2	-1	i	-8	12	5	21	6	3
26	COc1ccc(C(C(=O)NC2CCCCC2)N(CC2CCCO2)C(=O)CNC(=O)c2ccco2)cc1 (configuration not stated)	-6	0	i	-4	12	19	-3	4	-13
27	CC(=O)Oc1ccc(C(=O)Nc2cccc(C(=O)Nc3ccccc3C(=O)O)c2)cc1	-4	-6	i	-3	-13	-1	0	-2	0
28	Cc1ccc(C)c(NC(=O)C2CCCN2/C=C/C(=O)C(F)(F)F)c1 (configuration not stated)	-9	2	i	-5	-1	9	-4	-2	6
29	C[n+]1cccc2cccc([O-])c21	28*	-22	+	-4	27	4	-3	9	1
30	CCOC(=O)c1c(NC(=O)Cn2nc(C(=O)O)c3ccccc3c2=O)sc2c1CCC(C)C2 (configuration not stated)	-19	-2	i	0	-10	8	12	7	3
31	O=C(NNS(=O)(=O)c1ccccc1Cl)c1nn(-c2ccc(F)cc2)ccc1=O	-6	3	i	-3	-1	-3	-9	2	1
32	CCC(C)NS(=O)(=O)c1ccc(OCC(=O)N2CCC(C)CC2)cc1 (configuration not stated)	1	2	i	0	0	-7	-4	2	0
33	COc1ccc(Cl)cc1N1CC(c2nc3ccccc3[nH]2)CC1=O (configuration not stated)	5	0	i	-2	0	0	1	-6	4
34	C=C(C)C(=O)Nc1ccc(OC(F)(F)C(F)F)c(NC(=O)C(=C)C)c1	4	-3	i	-10	9	-2	-3	-13	2
35	Cc1ccc(S(=O)(=O)N2CCC(C(=O)OC(C)C(=O)N(C)c3ccccc3)CC2)cc1C (configuration not stated)	-3	0	i	-1	7	-10	8	-1	3
36	OCCN(CCO)c1ccc(C(c2ccc(Cl)cc2)c2ccc(N(CCO)CCO)cc2Cl)c(Cl)c1	-14	-6	i	-2	-16	24	24	-4	-5
37	CCN(CC)CCCN(C(=O)Cn1nnc(-c2ccc(OC)c(OC)c2)n1)C(C(=O)NC(C)(C)C)c1ccc(F)cc1 (configuration not stated)	5	-1	i	-9	6	4	-11	0	-1
38	COC(C(=O)Nc1ccnn1C1CCN(C(=O)c2ccc(C=O)cc2)CC1)c1ccccc1 (configuration not stated)	-1	4	i	-10	-12	6	-3	14	-4
39	Cc1cc(C)c(C(N)=O)c(Nc2ccc3c(c2)OCCO3)n1	-2	-2	i	-13	-10	-7	-10	-7	2
40	Cc1cc(C)c(NC(=O)COC(=O)C2CCCCC2)c(C)c1	3	0	i	-4	-4	5	-4	3	0

#	SMILES	CendR NRP1 mod	Rin1-Abl PPI inh	Neddyl block	MsrA act	PABP1 MLLE inh	SKN-1 block	FAS TE block	eLon inh	MT1-MMP act inh
41	CC(=O)N1CCN(S(=O)(=O)c2ccc(S(=O)(=O)NC3CCCCC3)cc2)CC1	3	3	i	1	-2	4	-3	3	-3
42	Cc1c(S(=O)(=O)N2CCN(C(c3ccccc3)c3ccccc3)CC2)c(=O)n(C)c(=O)n1C	-13	2	i	1	-10	-7	13	-10	-2
43	Cc1ccc(C(CNC(=O)Nc2cccc(C)c2)N2CCN(C)CC2)cc1 (configuration not stated)	11	-1	i	-1	-5	15	-10	0	-1
44	COC1C=CC(CNC(=O)c2cc3c(=O)n4cccc(C)c4nc3n2C)(OC)O1 (configuration not stated)	2	-6	.	-3	36	-10	-6	8	9
45	Cn1nccc1-c1cc(Cl)cc(Cl)c1O	19	-3	i	2	-7	15	22	6	1
46	O=C(O)C(Cc1ccnc2ccccc12)=NO	-1	0	i	-1	-3	8	-3	-13	-8
47	CC(C)CC(=O)NNC(=S)Nc1ccc(S(N)(=O)=O)cc1	8	0	i	-1	3	-5	-6	0	0
48	CCOc1ccc(C(=O)Nc2ccc(S(=O)(=O)N3C[C@@H]4C[C@@H](C3)c3cccc(=O)n3C4)cc2)cc1	-49	1	i	-3	4	12	-1	5	-2
49	Cc1nc2cc(S(=O)(=O)N(C)C)ccc2n1-c1ccccc1	-10	-1	i	-5	14	-26	-7	-16	-2
50	CC(=O)c1cccc(OC(=O)c2cc(S(=O)(=O)N3CCOCC3)ccc2N2CCCC2)c1	-1	3	i	-2	-4	11	22	9	2
51	O=C(Cc1ccccc1)N/N=C/c1cccnc1	13	-1	i	-3	-4	5	-6	-4	0
52	CC(=O)C1C(c2ccc(F)cc2)NC(=O)NC1(O)C(F)(F)F (configuration not stated)	5	-1	i	-1	-9	-1	-5	-5	-3
53	O=C(Cn1nc(-c2cccc([N+](=O)[O-])c2)c2ccccc2c1=O)NCC1CCCO1 (configuration not stated)	14	-1	i	-4	2	8	2	-1	1

As entered above.
Under MT1-MMP act inh, `O=C(O)C(Cc1ccnc2ccccc12)=NO` has the entry -8
Under Rin1-Abl PPI inh, `CCOc1ccc(C(=O)Nc2ccc(S(=O)(=O)N3C[C@@H]4C[C@@H](C3)c3cccc(=O)n3C4)cc2)cc1` has the entry 1
Under eLon inh, `Cn1nccc1-c1cc(Cl)cc(Cl)c1O` has the entry 6
Under SKN-1 block, `CC(C)CC(=O)NNC(=S)Nc1ccc(S(N)(=O)=O)cc1` has the entry -5
Under Rin1-Abl PPI inh, `Cc1ccc(C(CNC(=O)Nc2cccc(C)c2)N2CCN(C)CC2)cc1` (configuration not stated) has the entry -1
Under Rin1-Abl PPI inh, `CC(=O)c1cccc(OC(=O)c2cc(S(=O)(=O)N3CCOCC3)ccc2N2CCCC2)c1` has the entry 3
